HTR1E agonist: agonists of human 5-HT1E serotonin receptor; CHO 5-HT1E Ga15 NFAT-bla reporter, FRET; 0% DMSO wells, 100% control agonist wells; actives 0.69% (n = 65,000); AID 574; activation, % at 6 µM;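 active = activation above a set limit, the screen-wide mean activation plus 3 SD, cut at about 8.5% in these data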;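 note: 100% = positive control agonist at 1 µM giving full maximal response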
S1P3 agonist: S1P3 (human) receptor agonism | Q99500 | S1P3 NFAT-BLA reporter cells, FRET ratio; relative to 1 µM S1P, basal subtracted | activation, % at 4.5 µM | actives 0.1% (n = 60,000);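 active = activation above the screen-wide mean plus 3 SD, cut at about 4.5% in these data, passing the limit was not always enough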; note: some compounds called inactive have numbers as strong as hits
Target sequence (Q99500 whole entry, looked up): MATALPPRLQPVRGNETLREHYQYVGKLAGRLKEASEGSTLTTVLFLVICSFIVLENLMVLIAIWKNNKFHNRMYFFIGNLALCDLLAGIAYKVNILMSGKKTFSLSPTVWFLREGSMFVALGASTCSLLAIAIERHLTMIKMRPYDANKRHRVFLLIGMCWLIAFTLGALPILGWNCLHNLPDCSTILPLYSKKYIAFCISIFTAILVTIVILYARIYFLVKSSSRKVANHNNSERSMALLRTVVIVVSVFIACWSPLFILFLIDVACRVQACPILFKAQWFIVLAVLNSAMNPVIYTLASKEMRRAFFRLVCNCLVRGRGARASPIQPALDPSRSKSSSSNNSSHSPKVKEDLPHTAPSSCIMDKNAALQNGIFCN
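Assay system: CHO cells stably expressing human S1P3, Gα16 and NFAT-β-lactamase reporter. Timing: overnight plating, 4 h compound 37 °C, 2 h substrate RT. Signal: β-lactamase FRET emission ratio 460/535 nm. Measure: percent activation versus median 1 µM S1P response, basal-subtracted, per plate. Repeats: primary screen single test, confirmation screen in triplicate.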
D1 mod: allosteric modulators of human D1 dopamine receptor; P21728; HEK293 D1, CRE-luciferase, dopamine EC30 potentiation; actives deviate in either direction; B-score at 10 µM; actives 5.9% (n = 58,000); AID 641;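 active = luminescence count or its row- and column-corrected plate score outside the 99.7% band of the plate's sample wells, on either side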
Target sequence (P21728 whole entry, looked up): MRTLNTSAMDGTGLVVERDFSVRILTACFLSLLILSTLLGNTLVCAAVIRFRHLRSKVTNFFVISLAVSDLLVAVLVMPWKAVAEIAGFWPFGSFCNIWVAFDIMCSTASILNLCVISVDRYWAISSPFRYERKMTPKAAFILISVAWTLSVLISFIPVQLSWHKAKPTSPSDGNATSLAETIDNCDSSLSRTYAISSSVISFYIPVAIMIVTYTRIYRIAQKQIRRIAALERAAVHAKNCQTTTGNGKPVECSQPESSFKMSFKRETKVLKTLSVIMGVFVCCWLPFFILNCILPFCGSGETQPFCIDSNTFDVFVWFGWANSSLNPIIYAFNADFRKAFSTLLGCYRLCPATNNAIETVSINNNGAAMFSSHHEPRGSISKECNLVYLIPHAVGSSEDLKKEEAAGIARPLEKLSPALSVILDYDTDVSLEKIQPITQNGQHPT
5HT1a ag: agonists of human 5-HT1a serotonin receptor; P08908; CHO 5-HT1a Ga15 NFAT-bla reporter, FRET ratio; 0% basal, 100% maximal reference agonist; activation, % at 10 µM; actives 0.56% (n = 65,000); AID 567;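 active = activation above the screen-wide mean activation plus 3 SD, cut at about 19% in these data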;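 note: 0% = DMSO wells and 100% = 5-CT at EC100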
5-HT1A blocker: blocks the human serotonin 5-HT1a receptor; CHO 5-HT1a Ga15 NFAT-bla reporter, antagonist mode; inhibition, % at 10 µM; actives 0.68% (n = 62,000); AID 612; P08908;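 active = inhibition above the mean of all tested compounds plus 3 SD, cut at about 43% in these data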;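 note: receptor stimulated by 5-CT agonist at 100 nM near EC80; beta-lactamase reporter measured by ratiometric fluorescence of a cleavable substrate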
S1P1 ag pot: S1P1 (human) agonism or agonism potentiation | S1P1 CRE-bla cells, forskolin, beta-lactamase FRET, potentiator mode; S1P1 agonist co-added at EC20, 2 nM; 100% = saturating reference agonist, 0% = basal | activation, % at 9.5 µM | actives 0.57% (n = 56,000) | P21453;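 active = activation above a cutoff set at the mean activation of all tested compounds plus 3 SD, cut at about 54% in these data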;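 note: forskolin at 4 µM as EC80 and the EC20 agonist is SEW2871; 100% = SEW2871 at its EC100 plus forskolin at EC80; some compounds past the cut are filed as inactive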
Jurkat tox 60K: cytotoxicity toward Jurkat cells; AID 463; inhibition, % at 4 µM; actives 1.2% (n = 56,000); Jurkat E6.1 viability, ATP luminescence, 48 h;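 active = inhibition above the mean inhibition of all tested compounds plus 3 SD, cut at about 28% in these data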
HEK293 NFkB inh: lowers PMA/ionomycin-induced NF-kB signal in HEK293 cells; actives 0.21% (n = 62,000); HEK-293 NF-kB luciferase reporter, luminescence; inhibition, % at 3 µM;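 active = inhibition above the mean of all tested compounds plus 3 SD, cut at about 40% in these data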;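 note: 0% = stimulated DMSO wells and 100% = 10 µM reference inhibitor 5653914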
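Material: HEK-293 cells with stable firefly luciferase reporter driven by four HIV NF-kB elements / Also added: PMA plus ionomycin mix as NF-kB-activating stimulus / Compound dosing: 3 µM once, 0.30% DMSO / Times: 1 h pretreatment, 16 h stimulation, 37 °C / Signal: luminescence / Evaluation: per-plate % inhibition versus controls / Benchmarks: DMSO and 10 µM reference inhibitor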
5HT1E antag: 5-HT1E (human) receptor antagonism. P28566. actives 0.99% (n = 65,000). CHO 5-HT1E Ga15 NFAT-bla reporter, FRET, antagonist. AID 571. inhibition, % at 6 µM;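 active = inhibition above a set limit, the mean inhibition across every tested compound plus 3 SD, cut at about 29% in these data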;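 note: signal is the 460 over 535 nm emission ratio of beta-lactamase substrate; 0% = agonist plus DMSO wells and 100% = wells without agonist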
* marks the source's active call; other numbers are inactive results; . = not tested or not shown.

Fields: HTR1E agonist, S1P3 agonist, D1 mod, 5HT1a ag, 5-HT1A blocker, S1P1 ag pot, Jurkat tox 60K, HEK293 NFkB inh, 5HT1E antag
COc1ccccc1-c1nnc(SCc2ccccn2)n1C
 : 0.6, -0.1, -0.17, -0.1, -6, 1, -4, 28, 3
CN1CCCN(C(=O)c2cc(=O)[nH]c3ccccc23)c2nc3ccccc3nc21
 : -0.3, -1.0, -0.47, -1.0, 12, -6, 6, 11, 2
CC1(C)OC(=O)C(=CNn2cnc3ccccc3c2=O)C(=O)O1
 : -0.5, -1.1, -0.64, -2.2, 7, -4, 1, 5, 6
CC1Oc2ccccc2N(CC(=O)c2cccc(Cl)c2)C1=O (stereo not drawn)
 : -1.2, -0.7, -0.041, -1.8, 7, -4, -2, 13, 5
CC(C)c1ccc(NC(=O)C2CC(=O)N(C(C)C)C2)cc1 (stereo not drawn)
 : -0.1, -1.0, 0.84, -3.5, -11, 8, -5, 1, -5
CCCc1nc(SCC(=O)Nc2cc(C)on2)c2c(=O)n(C)c(=O)n(C)c2n1
 : 1.8, -1.4, -1.4, 0.9, -1, -11, 8, 9, 10
COc1cc(C2c3c(n[nH]c3C)C(=O)N2c2ccc(C)cc2)ccc1O (stereo not drawn)
 : 0.1, -1.1, 0.22, -1.5, -2, -7, 13, 22, -9
CCCCCCC1/C(=N/O)CCC1C(=O)OC (stereo not drawn)
 : -0.1, 0.5, 2.4, 1.0, -3, -11, 3, 21, -9
CC(C)(O)C#Cc1ccc(C(=O)NCc2cccs2)s1
 : 2.8, 0.1, 0.19, -2.4, -7, 8, 0, 7, 11
O=C(CC1SC(=O)N(c2ccccc2)C1=O)Nc1ccccc1 (stereo not drawn)
 : 0.6, -0.8, -0.0074, -2.0, 10, -2, -2, 1, 1
Cc1cc(C)n(-c2ncnc3sc4c(c23)CCCC4)n1
 : -0.7, -1.0, ., -4.4, 4, -1, -2, 15, -4
O=C1CC(c2cccc(Br)c2)C2=C(CCCC2=O)N1 (stereo not drawn)
 : -1.0, -0.1, -0.28, 0.9, 1, -6, -4, 22, -2
NC(=O)C1CCN(c2ncnc3c2c(-c2ccccc2)cn3-c2ccccc2)CC1
 : -1.1, -1.4, -3.8*, 0.0, 16, -17, 4, 4, 17
CCCCSc1nc(O)c(C2OC(=O)c3c2ccc(OC)c3OC)c(=O)n1C (stereo not drawn)
 : 0.1, -2.2, ., 0.8, ., -10, ., ., -11
Cc1ccc(C)c(/C(O)=C2/C(=O)C(=O)N(CCN3CCOCC3)C2c2ccco2)c1 (stereo not drawn)
 : -0.8, -0.5, -0.61, -0.4, -3, 9, 4, 12, 9

Filtered by structure, those above containing a halogen.
Fields: HTR1E agonist, S1P3 agonist, D1 mod, 5HT1a ag, 5-HT1A blocker, S1P1 ag pot, Jurkat tox 60K, HEK293 NFkB inh, 5HT1E antag
CC1Oc2ccccc2N(CC(=O)c2cccc(Cl)c2)C1=O (stereo not drawn)
 : -1.2, -0.7, -0.041, -1.8, 7, -4, -2, 13, 5
O=C1CC(c2cccc(Br)c2)C2=C(CCCC2=O)N1 (stereo not drawn)
 : -1.0, -0.1, -0.28, 0.9, 1, -6, -4, 22, -2

Carrying on.
Fields: HTR1E agonist, S1P3 agonist, D1 mod, 5HT1a ag, 5-HT1A blocker, S1P1 ag pot, Jurkat tox 60K, HEK293 NFkB inh, 5HT1E antag
Cc1nnc2n1NC(c1ccc(Cl)cc1)C(C(=O)N1CCC(C)CC1)S2 (stereo not drawn)
 : 0.5, -1.3, -0.33, -0.6, -1, 8, -2, 13, -12
Cc1cccc(-c2nsc(SCC(=O)NCc3ccco3)n2)c1
 : -1.2, 0.6, -0.031, -2.1, 2, -26, 1, -6, -4
Cc1ccc(CNc2ncc(-c3ccc4c(c3)OCO4)n2C)cc1
 : 0.9, -1.4, -4, -0.1, 4, 5, 3, 22, -6
CC(C)Cc1nc(N2CCN(C(=O)C(C)C)CC2)c(C#N)c2c1CCC2
 : 0.6, -2.5, 4.5*, 0.3, ., -10, ., ., 0
O=C(CN1C(=O)c2ccccc2C1=O)N1CCN(c2ccccc2)CC1
 : -0.7, -0.7, ., -0.5, 2, ., 2, 14, 1
O=C(C1COc2ccccc2O1)N1CCOCC1 (stereo not drawn)
 : 0.3, -0.1, -1.3, -1.2, 4, -26, -10, 10, -8
COc1ccc(C2CC(c3ccc(Cl)cc3)n3nc(N)nc3N2)cc1 (stereo not drawn)
 : 0.8, -0.4, 0.54, -0.5, 4, -20, 4, 7, -8
COc1ccccc1C(=O)N1CCN(CCc2ccccc2)CC1
 : -0.3, -0.7, -1.1, -1.7, 1, -8, 4, -3, -10
O=C(Nc1ccc(F)cc1)NC1CCN(Cc2nnnn2Cc2ccco2)CC1
 : -1.7, -0.1, 0.072, -2.2, -5, 2, -1, 21, 5
COC(=O)c1ccc(CN(Cc2ccc(C(=O)OC)o2)C(C)(C)C)o1
 : 0.1, -0.3, -0.035, -1.6, 4, 4, -3, 6, 4
Cc1cc(Oc2ccccc2)nc(SCC(N)=O)n1
 : -1.2, -1.0, 0.071, -2.1, -2, -11, 13, 14, 3
COC(=O)c1ccccc1NC(=O)C1CCCC1
 : 0.9, -0.1, 6.6*, 2.0, -2, 0, -8, 0, -10
O=C(Cc1cccs1)Nc1ccc(N2CCOCC2)cc1
 : 0.2, ., -0.056, -2.5, 0, ., ., -3, 4
CN(CC(=O)Nc1ccc(Cl)cc1)CC(=O)Nc1cc(Cl)ccc1C#N
 : -0.3, -0.1, -0.0032, -2.1, 15, 17, 8, 11, 3
CC(=O)c1nnn(-c2nc(N3CCCC3)nc(N(c3ccccc3)c3ccccc3)n2)c1C
 : -0.8, 3.0, 1.2, -2.1, -11, -9, 4, 15, -1
CCCCN(CC)CCCNC(=O)Cn1nc(Cc2ccncc2)c2ccccc2c1=O
 : 3.8, -0.6, -0.079, 0.1, -2, -7, 3, -4, 4
CCC(C)Nc1nc2c(c(=O)n(C)c(=O)n2C)n1Cc1cccc(C)c1 (stereo not drawn)
 : 0.8, -0.3, -0.096, 5.8, 8, -12, 3, 5, -8
CCC1(c2ccccc2)NC(=O)N(CC(=O)Nc2cccc(C#N)c2)C1=O (stereo not drawn)
 : 0.6, 0.1, -0.018, -5.0, 1, 0, -4, 20, 4
O=C(Nc1ccccc1)c1cccc(-c2nnc(-c3ccccc3)o2)c1
 : 0.1, -1.2, -0.49, -0.8, -6, -17, 1, -34, 3
O=C(O)CCC1COc2ccccc2O1 (stereo not drawn)
 : 1.0, 0.2, 0.033, -4.2, 1, -9, -2, 16, -1
COc1ccc(-c2csc(N3CCC(C(N)=O)(N4CCCCC4)CC3)n2)cc1
 : 1.1, -1.0, -0.42, -0.7, 8, ., 10, 5, 8
COc1ccccc1S(=O)Cc1ccc(C(=O)NCc2ccccc2Cl)o1 (stereo not drawn)
 : 1.0, -0.6, 1.5, 0.4, -13, -1, 1, -3, -7
COc1ccccc1-c1nc(C#N)c(NCc2ccc(F)cc2)o1
 : 0.3, 0.4, -0.067, 0.0, 1, -11, -5, 15, 4
NC/C(=N\O)c1ccc(Cl)cc1Cl
 : 13*, -0.1, -0.57, -1.8, -15, -7, -1, 1, 1
O=C(CCCC1=NS(=O)(=O)c2ccccc2N1)N1CCN(c2ccc(Cl)cc2)CC1
 : 1.6, -0.2, -0.75, 3.7, -5, 18, 3, 7, 2
Cn1c(SCc2ccccn2)nnc1-c1ccncc1
 : 0.1, -0.9, ., -0.1, 5, -19, -1, 5, 4
COc1ccccc1N1CCN(c2cc(=O)n(-c3ccc(Br)cc3)c(=O)[nH]2)CC1
 : -0.4, ., -0.059, -1.7, 7, ., ., 20, -9
CSc1nc2ccccc2n1CC(=O)Nc1ccc(C)c(C)c1
 : 15*, ., 0.29, -0.9, 11, ., ., 20, 1
COc1cc2[nH]c(=O)n(CCC(=O)N3CCN(c4cc(Cl)ccc4C)CC3)c(=O)c2cc1OC
 : 0.8, ., -0.089, 3.0, -14, ., ., 14, -6
CCC(Sc1nc2n[nH]c(C)c2c(=N)n1-c1cccc(Cl)c1C)C(=O)N(CC)CC (stereo not drawn)
 : 1.4, ., 2.9, 9.8, -10, ., ., 20, 0

D1 mod: what is marked active above
smiles,HTR1E agonist,S1P3 agonist,D1 mod,5HT1a ag,5-HT1A blocker,S1P1 ag pot,HEK293 NFkB inh,5HT1E antag
NC(=O)C1CCN(c2ncnc3c2c(-c2ccccc2)cn3-c2ccccc2)CC1,-1.1,-1.4,-3.8*,0.0,16,-17,4,17
CC(C)Cc1nc(N2CCN(C(=O)C(C)C)CC2)c(C#N)c2c1CCC2,0.6,-2.5,4.5*,0.3,.,-10,.,0
COC(=O)c1ccccc1NC(=O)C1CCCC1,0.9,-0.1,6.6*,2.0,-2,0,0,-10

Assay outcomes: PubChem BioAssay, several laboratories
